Screening results: PubChem, National Center for Advancing Translational Sciences (NCATS)
D3 ag: activates the human D3 dopamine receptor; P35462; AID 652048; actives 0.58% (n = 410,000); max activation, %; D3R DiscoveRx beta-arrestin cells, luminescence, 90 min; in the data active = max activation above about 30%; note: 0% is about no effect; mostly tested at two doses, the higher about 12 µM
Target sequence (P35462 whole entry, looked up): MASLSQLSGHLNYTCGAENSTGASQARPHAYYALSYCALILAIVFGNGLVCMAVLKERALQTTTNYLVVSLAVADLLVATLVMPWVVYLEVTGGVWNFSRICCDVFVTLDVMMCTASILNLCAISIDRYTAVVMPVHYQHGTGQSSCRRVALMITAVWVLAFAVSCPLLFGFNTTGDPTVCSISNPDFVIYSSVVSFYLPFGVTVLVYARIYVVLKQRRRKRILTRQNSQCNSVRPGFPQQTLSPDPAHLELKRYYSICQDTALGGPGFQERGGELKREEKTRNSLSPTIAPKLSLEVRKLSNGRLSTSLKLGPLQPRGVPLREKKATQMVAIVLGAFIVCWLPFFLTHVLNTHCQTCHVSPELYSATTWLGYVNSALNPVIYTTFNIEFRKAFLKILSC
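Agonist-mode cell screen: cells plated at 1500/well and incubated overnight at 37 °C, then exposed to library compounds for 90 min at 37 °C. Detection reagent was added for 30–60 min at room temperature, and luminescence was read.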
SW480 rereplic: induces DNA re-replication in SW480 colon adenocarcinoma cells; SW480 DNA re-replication, Hoechst DNA content imaging, 48 h; AID 624297; Potency, µM (top dose mostly 46.1 µM), for inactives: top-dose re-replication activation, most hits filed as activators; actives 1.8% (n = 340,000); note: potency is the fitted concentration of half-maximal effect; % of control where 0% means no effect; nearly all actives have a fitted effect of over 55% in size
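Image-based read-out: total Hoechst fluorescence of nuclei (405 nm excitation, 500-530 nm emission), with hits raising the fraction of high-intensity nuclei. SW480 colon cells incubated 48 hr with compounds at 37 C.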
MCF10A rereplic: DNA re-replication induction in MCF 10a cells; MCF 10A DNA re-replication, Hoechst nuclear intensity, 48 h; Potency, µM (series often up to 46.1 µM), for the others: at the top dose activity, positive = re-replication, actives largely listed as activators; actives 2.9% (n = 350,000); AID 624296; note: potency is the fitted concentration of half-maximal effect; % of control where 0% means no effect; nearly all actives have a fitted effect of over 50% in size
HT1080NT lethal: kills 2HG-producing HT-1080-NT fibrosarcoma cells; HT-1080-NT fibrosarcoma viability, CellTiter-Glo ATP luminescence, 48 h; actives 1.6% (n = 360,000); Potency, µM (series often up to 46.1 µM), without a hit: at the highest dose activity, negative = less viability, hits mostly cytotoxic; AID 686970;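 note: NT is the 2HG producing partner of a matched IDH1 knockdown line; potency is the fitted concentration of half-maximal effect; 0% = DMSO-treated cells and -100% = media-only wells without cells; nearly all actives have a fitted effect of over 55% in size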
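750 cells/well, RPMI + 5% FBS; 2 h settle, compound pin-transfer, 48 h at 37 degrees C. CellTiter-Glo 10 min RT, luminescence. Normalized to DMSO and media-only wells.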
KB-3-1 tox: kills parental KB-3-1 adenocarcinoma cells; AID 1347075; actives 1.4% (n = 400,000); Potency, µM (titrated, usually from 46.1 µM), for the others: top-dose activity change, negative = cytotoxic, actives largely listed as cytotoxic; KB-3-1 viability, CellTiter-Glo ATP luminescence, 72 h; note: potency is the fitted concentration of half-maximal effect; % is set by controls: 0 for no effect and ±100 for the full control effect; nearly all actives have a fitted effect of over 60% in size
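Luminescent ATP read-out (CellTiter-Glo) measures survival of drug-naive KB-3-1 cells after 72 h compound exposure at 37 °C. Titration series was screened from lowest to highest concentration, with DMSO vehicle plates as background controls.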
GLP1R cytotox: cytotoxic in the GLP-1 receptor inverse agonist counter-screen; HEK293 cAMP-luciferase reporter cells, luminescence, 24 h; Potency, µM (highest dose often 38.3 µM), for the others: at the highest dose activity change, negative = inhibition, most hits filed as inhibitors; actives 0.13% (n = 410,000); AID 624418;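 note: loss of luciferase light is scored as toxicity; potency is the fitted concentration of half-maximal effect; % is set by controls: 0 for no effect and ±100 for the full control effect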
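Quantitative HTS format, 1536 wells, 200 cells/uL seeded. Compounds: 23 nL, 24 h, 37 °C. Detection: luciferase reagent, luminescence at 12 min RT; decreased signal taken as cytotoxic.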
KB-V1 cytotox: kills drug-selected multidrug resistant KB-V1 cells; KB-V1 MDR cells viability, CellTiter-Glo, 72 h; Potency, µM (top dose mostly 46.1 µM), for inactives: at the top dose activity change, negative = cytotoxicity, most hits filed as cytotoxic; actives 3.4% (n = 400,000); note: potency is the fitted concentration of half-maximal effect; % is set by controls: 0 for no effect and ±100 for the full control effect; nearly all actives have a fitted effect of over 60% in size
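Compound-treated KB-V1 multidrug-resistant cells, 72 h, 37 degrees C; viability by CellTiter-Glo. Fitted qHTS curves give the values.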
HT1080 IDH1KD tx: HT-1080 IDH1 knockdown cell toxicity (counter line) | HT-1080 IDH1 knockdown viability, ATP luminescence, 48 h | Potency, µM (series often up to 46.1 µM), for inactives: top-dose activity, negative = toxicity, usual class: cytotoxic | actives 2% (n = 360,000);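 note: potency is the fitted concentration of half-maximal effect; 0% = DMSO wells and -100% = cell-free medium wells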
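CellTiter-Glo luminescence after 48 h compound exposure at 37 degrees C of IDH1-knockdown HT-1080 cells in 5% FBS RPMI. %Activity scaled between DMSO wells and cell-free media wells, with curves fitted and assigned curve classes.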
IL-1B inflam inh: inhibitors of inflammasome signaling (IL-1 beta secretion); THP-1 LPS/ATP IL-1B secretion, AlphaLISA, 16 h; stronger effect = lower value; activity change, % at 57.5 µM; actives 4.7% (n = 360,000); AID 743279; in the data active = activity change below about -50%; inconclusive = mostly about -30% to -49%; note: % is set by controls: 0 for no effect and ±100 for the full control effect
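THP-1 cells pretreated 1 hr with compounds (up to 57.5 uM final), then stimulated with LPS (250 ng/mL final) plus ATP (1.25 mM final); secreted IL-1B measured by AlphaLISA after 16 hr, decreased signal indicating inhibition.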
* = called active by the depositor; ? = inconclusive; / = no result given; & = joins results of further samples; [ ] = dose if it differs, or a comment. Unless noted, calls come from the whole dose curve; as a rule, active = well fitted curve in the direction sought with a large enough effect; inconclusive = small, poorly fitted or top-dose-only effect, or another doubt; inactive = no such curve, though single readings can be large; an effect the other way counts as inactive or inconclusive.

SMILES | D3 ag | SW480 rereplic | MCF10A rereplic | HT1080NT lethal | KB-3-1 tox | GLP1R cytotox | KB-V1 cytotox | HT1080 IDH1KD tx | IL-1B inflam inh
O=C(COc1ccccc1)N=C1SC2CS(=O)(=O)CC2N1c1ccc(F)cc1F (stereo not given) | -16.8 | 11.6% | 0.7% | -0.2% | -10.7% | -4.2% | 11.7% | -16.0% | -4.4
CC(C)(c1ccccc1)c1ccc(OCC(O)CNC2CCN(Cc3ccccc3)CC2)cc1 (stereo not given) | -15.1 | 10.8% | ? | 3.26µM* | ? | ? | 18.4µM* | 2.91µM* | -102.1*
N#CCc1c(C#N)c(N)nc(N2CCCC(CO)C2)c1C#N (stereo not given) | 7.1 | -13.1% | 1.2% | -1.1% | -5.0% | 9.3% | -27.5% | 6.0% | 46.5
COc1ccc(C2C=C(c3ccccc3)Nc3nnnn32)cc1 (stereo not given) | -8.5 | 14.4% | 3.5% | 9.4% | 8.3% | 335.9%[activator] | -7.2% | -0.8% | 1.8
COc1ccccc1N(CC(O)Cn1ccnc1C)S(=O)(=O)c1ccccc1 (stereo not given) | -9.0 | -15.0% | -13.3% | 9.1% | 10.1% | 16.5% | 22.2% | 14.3% | -11.9
CN(C1CCCCC1)S(=O)(=O)c1ccc2c(c1)CCC(=O)N2 | 0.1 | 3.2% | 7.6% | 5.5% | -12.7% | -6.8% | ? | 5.2% | 13.0
COc1cccc2cc(C(=O)N3CCN(C/C=C/c4ccccc4)CC3)c(=O)oc12 | 0.7 | -0.8% | 22.0% | -2.4% | -5.4% | -8.1% | -20.8% | -4.0% | 2.2
CCOc1ccc(-c2cc(C(=O)N3CCN(c4ccc(C)cc4)C(C)C3)c3ccccc3n2)cc1 (stereo not given) | 4.7 | / | / | / | -7.5% | 2.6% | -1.5% | / | /
FC(F)(F)c1nc2ccccc2n2c(-c3c(Cl)cccc3Cl)nnc12 | -6.9 | 3.4% | 17.1% | -9.5% | ? | ? | -8.4% | -5.3% | 18.2
CC(C)Oc1ccc(C(CC(=O)N2CCOCC2)C(C)C)cc1 (stereo not given) | 2.7 | -20.3% | -0.6% | 11.5% | 2.4% | 15.9% | -4.6% | 14.7% | 16.2
O=C(CCn1cccc1)Nc1ccc(F)cc1 | -1.6 | -1.2% | 0.7% | 6.5% | 5.5% | 0.3% | 10.6% | 9.6% | ?
CCC(=O)c1cc2c(cc1NC(=O)c1ccccc1F)OCCO2 | 1.6 | / | / | / | -0.1% | 1.4% | 0.0% | / | /
O=C(N/N=C/c1ccccc1)c1ccc(NC(=O)c2ccc(F)cc2)cc1 | 3.9 | -7.5% | 0.1% | 6.3% | 3.5% | -1.7% | 4.6% | 2.9% | 50.2
CC(=O)N1CCc2c(sc(NC(=O)c3ccc(S(=O)(=O)N(C)CC4CCCO4)cc3)c2C(N)=O)C1 (stereo not given) | 2.4 | / | / | 10.5% | 0.4% | -1.0% | 6.8% | 11.8% | 11.6
O=C(NCc1ccco1)c1ccccc1Br | 0.8 | -8.2% | -1.0% | 7.6% | -2.0% | -13.1% | 21.0% | 2.4% | -5.9
Cc1ccc(NC(=O)Cc2ncc(C(F)(F)F)cc2Cl)cc1Cl | 4.3 | -2.2% | -2.4% | 3.2% | -1.8% | -5.6% | 0.0% | 0.0% | -1.6
Cc1cc(C(=O)N/N=C/c2ccc(OCc3ccccc3)cc2)c(C)o1 | 1.2 | 5.0% | ? | -29.8% | -0.1% | -20.6% | -29.7% | -15.7% | -22.1
CC(C)NC(=O)C1CCN(C(=O)N(C)C)CC1 | -12.9 | -0.6% | -4.6% | 14.5% | -2.9% | -7.6% | 13.0% | 13.7% | 21.3
O=C1C=CC2(C=C1)O[C@H](Cc1ccccc1)[C@@H](Cc1ccccc1)O2 | -29.6 | 0.92µM* | ? | 3.66µM* | ? | 2µM* | 16.4µM* | 1.16µM* | -99.5*
COc1ccc2c(c1)C1CC(C)(NC(=O)C1S(=O)(=O)c1ccc(F)cc1)O2 (stereo not given) | -14.1 | -8.1% | 21.7% | -2.6% | -10.1% | -2.5% | 0.0% | 2.7% | -7.6
CC1CCC(NC(=O)COC(=O)C2=NN(c3ccccc3)C(=O)CC2)CC1 (stereo not given) | -9.0 | -15.1% | -6.1% | 3.3% | -14.4% | 5.2% | 1.3% | 2.2% | 17.5
CCOC(=O)c1c(NC(=O)CSc2nnc(-c3ccco3)o2)sc(C(C)=O)c1C | 0.3 | -1.0% | 7.5% | -7.2% | 5.9% | -3.7% | -28.3% | -2.1% | 18.0
COc1ccc(/C=C(\NC(=O)c2cccs2)C(=O)NC(C)(C)C)cc1OC | -2.1 | -20.3% | 0.5% | 10.3% | 6.6% | 16.8% | -6.9% | 4.5% | 19.9
COc1ccc(-c2cc(C(=O)N3CCCC3)no2)cc1OC | 5.4 | -2.8% | 0.0% | ? | 23.7% | -4.0% | -23.1% | 24.9% | -0.6
CCc1ccc(NC(=O)c2nc3nc(C)cc(C(F)F)n3n2)cc1 | -5.1 | / | / | / | 0.4% | -1.6% | 0.7% | / | /
COc1ccc(C(=O)NC(C)c2ccc(-n3ccnc3)cc2)cc1[N+](=O)[O-] (stereo not given) | 9.0 | 13.0% | 1.3% | -15.5% | -0.6% | -6.4% | -3.1% | -14.6% | -20.0
Cc1cc(NC(=O)CSCC(=O)Nc2nc3ccccc3s2)no1 | 4.3 | -8.7% | -4.1% | -6.9% | 9.4% | -13.5% | 11.5% | 0.7% | 16.7
CC(C)(C)NC(=O)NC(=O)COC(=O)Cn1cnc2ccccc2c1=O | -2.3 | -46.3%[inhibitor] | -1.1% | 6.3% | 2.3% | -14.6% | 0.1% | 1.0% | -0.3
CCN(C(=O)Cn1cc(C(=O)c2ccc(F)cc2)c(=O)c2ccc(C)nc21)c1cccc(C)c1 | -1.6 | / | / | / | 0.1% | -3.1% | 0.0% | / | /
COc1cc(Br)cc(CNc2ccc(F)c([N+](=O)[O-])c2)c1O | -11.7 | -1.8% | 6.4% | -26.1% | 0.6% | -24.0% | -7.1% | ? | -94.7*
Cc1ccc(NC(=S)NCCc2c[nH]c3ccccc23)c(C)c1 | -12.6 | -24.3% | 5.1% | -0.4% | 0.0% | ? | -15.6% | 6.2% | -25.5
COc1ccc(-n2nc(C(=O)NCC(=O)NC3CCCCCC3)c3ccccc3c2=O)cc1OC | 10.3 | -3.1% | 0.8% | 0.2% | ? | -0.5% | ? | -5.7% | 11.0
COC(=O)CS(=O)(=O)c1nc2ccccc2nc1N1CCCCC1 | -3.6 | / | / | / | 1.8% | -18.8% | 14.1% | / | /
CCN1C(=O)CC(c2ccc(OC(C)C)cc2)C1=O (stereo not given) | 6.2 | -3.2% | -19.7% | 11.4% | -10.9% | 5.9% | ? | 15.4% | 23.6
CCC(CCc1ccccn1)C(=O)c1ccccc1 (stereo not given) | -10.9 | 17.3% | 11.8% | 14.8% | 6.8% | 33.8% | ? | 18.1% | -0.8
Cn1nc(C(=O)NCC(c2cccs2)N2CCOCC2)c2ccccc2c1=O (stereo not given) | -5.2 | 1.1% | ? | -8.1% | ? | 1.8% | ? | -10.5% | 37.2

3 entries from above, as tab-separated lines.
Compound	D3 ag	SW480 rereplic	MCF10A rereplic	HT1080NT lethal	KB-3-1 tox	GLP1R cytotox	KB-V1 cytotox	HT1080 IDH1KD tx	IL-1B inflam inh
CC(C)(C)NC(=O)NC(=O)COC(=O)Cn1cnc2ccccc2c1=O	-2.3	-46.3%[inhibitor]	-1.1%	6.3%	2.3%	-14.6%	0.1%	1.0%	-0.3
CCN(C(=O)Cn1cc(C(=O)c2ccc(F)cc2)c(=O)c2ccc(C)nc21)c1cccc(C)c1	-1.6	/	/	/	0.1%	-3.1%	0.0%	/	/
COc1cc(Br)cc(CNc2ccc(F)c([N+](=O)[O-])c2)c1O	-11.7	-1.8%	6.4%	-26.1%	0.6%	-24.0%	-7.1%	?	-94.7*

(more compounds)
SMILES | D3 ag | SW480 rereplic | MCF10A rereplic | HT1080NT lethal | KB-3-1 tox | GLP1R cytotox | KB-V1 cytotox | HT1080 IDH1KD tx | IL-1B inflam inh
COc1ccc(-c2noc(N3CCC(C(=O)NCCCN4CCC(C)CC4)CC3)n2)cc1 | -3.8 | -15.5% | -2.2% | 0.9% | -14.4% | 2.2% | 17.8% | 2.8% | 7.5
COc1cc2c(cc1OC)CN(CC(=O)Nc1cccc(C)c1)CC2 | -8.4 | 5.5% | -3.6% | -7.4% | 5.8% | 18.6% | -30.0% | -2.7% | -16.3
COc1cc2c(cc1OC)CN(C(=O)CSc1nnc3scc(-c4ccccc4)n13)CC2 | -6.1 | -5.2%&-13.5% | 1.4%&-1.2% | 2.6% | -29.5% | 2.4% | 0.0% | -23.4% | -6.7
O=C(COC(=O)c1ccc(Br)o1)Nc1ccc2c(c1)OCCO2 | -4.2 | 1.9% | ? | -0.4% | / | -3.8% | / | -1.0% | 2.1
COc1cc(Nc2nc3ccccc3n3nnnc23)cc(OC)c1OC | 0.9 | -4.8% | 29.1µM* | 14.3% | 17.2% | -10.8% | -9.8% | 0.9% | -1.1
Cc1ccc(C(=O)Nc2ccc(C(=O)N/N=C/c3cccnc3)cc2)cc1 | -1.2 | -6.6% | 15.6% | -22.7% | 18.1% | -4.5% | -0.6% | -14.5% | 11.3
Cc1nc(-c2ccc(S(=O)(=O)Nc3cc(S(=O)(=O)N(C)C)ccc3C)s2)cs1 | 4.0 | 4.6% | -2.7% | 9.4% | -0.7% | 2.5% | 0.6% | 1.1% | 42.6
O=C(CSc1ccccn1)Nc1nc2ccccc2s1 | 2.7 | -7.3% | 3.7% | -1.6% | -2.4% | -6.7% | 0.0% | -2.1% | -5.8
COc1ccc(CNCCNC(=O)c2nonc2N)cc1OC | -23.6 | -2.8% | 16.3% | 1.6% | 3.0% | 7.3% | -18.7% | 1.8% | -3.8
CCOCC(=O)Nc1nc2ccccc2s1 | 4.6 | -2.5% | -2.9% | 9.3% | 0.3% | -6.1% | 0.8% | -1.3% | 54.5
